# CHRM1 agonist: human M1 muscarinic receptor agonists, primary screen, Fluo-8 calcium fluorescence, CHO-K1 cells, HTS; Muscarinic acetylcholine receptor M1 (Homo sapiens), P11229; CHO-K1 hM1, agonist mode; 0% DMSO, 100% acetylcholine EC100; activation, % at 3 µM; 360,000 compounds, 0.33% hits; AID 588814, 2011;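 active = activation above the run's mean compound activation plus 3 SD, cut at about 16% in these data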;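 note: peak over basal fluorescence ratio within a 140 s kinetic read after compound addition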
# Target sequence (P11229 whole entry, looked up): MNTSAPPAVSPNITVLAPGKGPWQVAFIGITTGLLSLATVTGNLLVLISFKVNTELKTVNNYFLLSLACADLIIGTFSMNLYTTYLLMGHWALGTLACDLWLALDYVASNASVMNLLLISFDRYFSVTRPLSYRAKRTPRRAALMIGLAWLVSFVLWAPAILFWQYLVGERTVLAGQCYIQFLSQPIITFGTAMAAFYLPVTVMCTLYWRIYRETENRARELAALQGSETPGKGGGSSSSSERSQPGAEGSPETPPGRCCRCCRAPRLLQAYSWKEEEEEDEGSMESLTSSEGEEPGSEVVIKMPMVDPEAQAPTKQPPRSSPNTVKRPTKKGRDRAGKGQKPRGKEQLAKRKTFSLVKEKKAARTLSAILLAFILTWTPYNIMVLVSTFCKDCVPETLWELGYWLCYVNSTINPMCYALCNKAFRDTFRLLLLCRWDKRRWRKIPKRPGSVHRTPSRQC
# M1 PAM: human M1 muscarinic receptor positive allosteric modulators, primary screen, CHO-K1 cells, Fluo-8 calcium fluorescence, 1536-well; 360,000 compounds, 0.088% hits; AID 588819, 2011; activation, % at 3 µM; CHO-K1 hM1, ACh EC20; 0% = ACh EC20, 100% = maximal ACh; in the data active = activation above about 19%, passing the limit was not always enough
# CHO parental Ca: ATP-evoked calcium signal inhibitors, parental CHO, primary screen, counter-screen for OX1R antagonist project, cell-based, fluorescence, Fluo-8 calcium dye; parental CHO-K1, ATP-induced calcium, Fluo-8 fluorescence; inhibition, % at 5.6 µM; 330,000 compounds, 0.63% hits; AID 463079, 2010;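 active = inhibition above that plate's mean sample inhibition plus 3 SD, cut at about 26% in these data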;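 note: 0% = ATP-challenged DMSO wells and 100% = DMSO wells without ATP; some compounds past the cut are filed as inactive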
#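 Assay system: parental CHO cells; Read-out basis: percent inhibition of ATP-evoked calcium rise, normalized to controls; Benchmarks: ATP and no-ATP DMSO wells; Compound dosing: single nominal dose of 5.6 µM per compound; Signal: Fluo-8 calcium dye fluorescence; Also added: ATP as calcium-mobilizing challenge; Repeats: singlicate.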
# OXTR ag: human OXTR agonists, primary screen, fluorescence, CHO-OTR cells, Fluo-8 calcium | Oxytocin receptor (Homo sapiens), P30559 | Fluo-8 calcium fluorescence; normalized: DMSO 0%, oxytocin 100% | activation, % at 3 µM | 320,000 compounds, 0.32% hits;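 active = activation above the mean of all tested compounds plus 3 SD, cutoff set per screening run, cut at about 20% in these data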;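 note: peak over basal fluorescence ratio from a 100 s FLIPR kinetic read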
# Target sequence (P30559 whole entry, looked up): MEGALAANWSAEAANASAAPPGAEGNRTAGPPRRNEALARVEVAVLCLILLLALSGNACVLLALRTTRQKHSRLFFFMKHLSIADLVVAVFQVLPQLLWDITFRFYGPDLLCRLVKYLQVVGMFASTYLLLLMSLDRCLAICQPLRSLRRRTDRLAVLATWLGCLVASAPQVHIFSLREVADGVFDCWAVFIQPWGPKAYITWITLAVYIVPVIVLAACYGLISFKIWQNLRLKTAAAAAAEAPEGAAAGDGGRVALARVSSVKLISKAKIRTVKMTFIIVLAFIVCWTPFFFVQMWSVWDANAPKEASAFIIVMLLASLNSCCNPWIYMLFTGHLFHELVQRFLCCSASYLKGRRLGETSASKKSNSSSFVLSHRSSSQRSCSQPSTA
# CHRM1 antagonist: human M1 muscarinic receptor antagonists, primary screen, CHO-K1 cells, Fluo-8 calcium fluorescence, 1536-well; inhibition, % at 3 µM; 360,000 compounds, 1.3% hits; Muscarinic acetylcholine receptor M1 (Homo sapiens), P11229; CHO-K1 hM1, ACh EC80 antagonist;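 active = percent inhibition above its own plate's cutoff, namely the mean of that plate's compound wells plus 3 SD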;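 note: peak over basal fluorescence ratio during 140 s after agonist addition; 0% = ACh EC80 plus DMSO and 100% = DMSO alone without agonist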
# TAAR1 ag: human TAAR1 agonists, primary screen, Fluo-8 calcium fluorescence, CHO RD-HGA16 cells; Trace amine-associated receptor 1 (Homo sapiens), Q96RJ0; vehicle wells 0%, saturating PEA agonist 100%; activation, % at 3 µM; 360,000 compounds, 0.99% hits; AID 624467, 2012;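 active = activation above the mean activation of all test compounds in the run plus 3 SD, cut at about 38% in these data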
#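 System: CHO-derived RD-HGA16 cells with stable Gα16 and human TAAR1. Times: 17-24 h plating, Fluo-8 75 min 37 °C, 30 min RT. Measured by: calcium-sensitive Fluo-8 signal, excitation 470-495, emission 515-575 nm. Read-out basis: % activation relative to PEA EC100 response. Control set: DMSO and PEA EC100. Repeats: no replicates (n 1).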
# OXTR potentiate: human OXTR potentiators, primary screen, fluorescence, CHO-OTR cells, Fluo-8 calcium; Oxytocin receptor (Homo sapiens), P30559; Fluo-8 calcium fluorescence, potentiator mode; 0% = oxytocin EC15, 100% = EC100; activation, % at 3 µM; 320,000 compounds, 0.061% hits; AID 2445, 2010;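 active = activation above that plate's cutoff, the mean activation of tested compounds plus 3 SD, cut at about 6.6% in these data, passing the limit was not always enough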;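 note: 100% uses oxytocin at 75 nM as the full agonist control; some results filed as inactive read as strong as hits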
#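 assay system = CHO-OTR cells, human receptor | schedule = compound 6 min at room temperature before oxytocin, 100 s read | detection = Fluo-8 intracellular calcium fluorescence, ex 470-495, em 515-575 nm | evaluation = normalized max/min fluorescence ratio, % activation | control set = EC15 oxytocin alone as 0%, 75 nM oxytocin (EC100) as 100%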
# V1aR counter: agonists of human V1a receptor, primary screen, counter-screen for OXTR agonist project, fluorescence, CHO-V1R cells | Fluo-8 calcium fluorescence, agonist mode; 0% DMSO, 100% 3 nM vasopressin | activation, % at 3 µM | 320,000 compounds, 0.25% hits | AID 2797, 2010;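 active = activation above the mean activation of all tested compounds plus 3 SD, per screening run, cut at about 20% in these data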;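 note: signal is peak over basal fluorescence ratio across a 100 second FLIPR read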
# TAAR1 antagonist: human TAAR1 antagonists, primary screen, Fluo-8 calcium fluorescence, CHO RD-HGA16 cells | antagonist | inhibition, % at 3 µM | 360,000 compounds, 1.5% hits;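 active = inhibition above a per-plate cutoff, the mean inhibition of test compounds on that plate plus 3 SD, cut at about 49% in these data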;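 note: 0% = DMSO plus EC80 beta-PEA response and 100% = DMSO alone without agonist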
#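 Test system: hTAAR1-expressing CHO RD-HGA16 cells, Gα16-coupled; Probe or stimulus: EC80 β-phenethylamine stimulus; Compound dosing: single nominal final test compound concentration of 3 µM; Timing: 140 s kinetic read after compound, 140 s after agonist; Signal: Fluo-8 calcium-sensitive fluorescence; Measure: % inhibition of agonist calcium response; Controls: DMSO and EC80 PEA controls.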
# An asterisk follows results filed as active; nt = no result given; & = joins results of further samples.
SMILES,CHRM1 agonist,M1 PAM,CHO parental Ca,OXTR ag,CHRM1 antagonist,TAAR1 ag,OXTR potentiate,V1aR counter,TAAR1 antagonist
CCCC12CN(C(=O)c3ccc([N+](=O)[O-])cc3)CC(C)(CN(C(=O)c3ccc([N+](=O)[O-])cc3)C1)C2=O,-6,-1,-22,-0.7,-5,6,6,0.0,14
Fc1ccc(CSc2nc3ncccc3[nH]2)cc1,-3,12,-11,1.1,-42,15,0,1.1,7
O=S(=O)(Nc1nccs1)c1ccc(F)cc1,2,12,-7,0.2,-10,7,-9,0.3,3
COCCN1C(=O)C(=O)/C(=C(/O)c2cccc(OC)c2)C1c1ccncc1 (stereo not given),-1,-4,-3,0.1,-6,15,-8,0.9,0
CC(C)(C)N1CC(c2nc3ccccc3n2CCOc2ccccc2)CC1=O (stereo not given),-6,1,-20,1.3,0,12,1,1.2,-6
COc1cccc(C(=O)Oc2cccc(N3C(=O)C4C5CC(C(Br)C5Br)C4C3=O)c2)c1 (stereo not given),-4,-1,-7,2.9,4,6,-3,1.8,10
COc1ccc2c(c1)-c1nc(/N=C/c3cccc(OC)c3O)sc1CC2,-10,14,-7,-0.9,-12,-1,2,-1.4,1
COc1cc(CC(=O)Nc2nc(-c3ccc(F)c(F)c3)cs2)cc(OC)c1OC,-4,-18,50*,5.4,32*,5,-11,8.4,25
O=C(NCCCn1ccnc1)c1cccc(S(=O)(=O)Nc2ccc(Br)cc2)c1,-6,5,-32,0.1,5,2,-15,-0.9,-6
CC(=O)NC(CC(=O)NCc1ccncc1)c1ccccc1 (stereo not given),-2,-1,-6,0.5,3,7,2,0.9,-16
COCC(C)NC(=O)c1cc(-c2ccc(OC)c(OC)c2)on1 (stereo not given),0,6,7,0.0,2,nt,-4,1.0,nt
CC(=O)CSc1ncnc2sc3c(c12)CCCC3,-14,14,-6,-2.5,-6,1,-6,-1.1,15
CCc1ccc(OCCCC(=O)Nc2ccc(N3CCCCC3)cc2)cc1,-2,12,-15,0.3,-38,0,2,0.8,-10
Cc1ccc(-c2cc(C(=O)Nc3ccc(S(=O)(=O)Nc4nc(C)cc(C)n4)cc3)c3ccccc3n2)cc1,-6,-1,-17,-0.1,2,-2,-2,3.8,-3
CCCCCCSc1ccc(-c2nc3cc(C)ccn3c2NC2CCCCC2)cc1,-2,10,-13,-1.0,-4,-1&-1,-2,-0.2,14&-11
COc1cc(C(=O)NCCCCc2ccccc2)cc(OC)c1OC,4,11,-19,-0.7,-11,8,-7,0.5,39
Cc1cc(C(=O)O)ccc1-c1ccc(/C=C2\NC(=O)N(Cc3ccccc3Cl)C2=O)o1,-5,-11,-1,0.1,10,nt,-8,0.4,nt
CCc1nn(C)c2c(=O)c(=O)c2n(C)[nH]1,-4,9,-20,0.9,-17,1,-5,0.5,0
O=C(Nc1nncs1)c1cccc(S(=O)(=O)N2CCc3ccccc32)c1,-6,12,0,1.4,-11,0,-18,3.2,8
O=C1CCCc2nc(N3CCN(C(c4ccccc4)c4ccccc4)CC3)ncc21,-3,-8,-17,-0.8,24,11,-4,0.1,11
CCOc1ccccc1OCCCC(=O)Nc1cccc(-n2cnnn2)c1C,-6,2,-13,-0.5,-2,28,-6,0.5,-5
CCC(Sc1ncnc2c1nnn2-c1ccc(F)cc1)C(=O)OC (stereo not given),-3,-1,-8,-1.6,3,4,-5,-0.3,16
Cc1n[nH]c(C)c1S(=O)(=O)N1CCCC(C(=O)N2CCN(c3ccc(Cl)cc3)CC2)C1 (stereo not given),-2,-8,5,12,5,7,-11,7.9,-9
c1ccc(COc2ccccc2CNC2CCCC2)cc1,-3,-4,-29,0.4,3,10,-10,1.1,14
O=C(CCNC(=O)c1ccc([N+](=O)[O-])cc1)Nc1nccs1,-4,9,10,0.5,-16,0,2,0.6,-4

# (listing goes on)
SMILES,CHRM1 agonist,M1 PAM,CHO parental Ca,OXTR ag,CHRM1 antagonist,TAAR1 ag,OXTR potentiate,V1aR counter,TAAR1 antagonist
COc1ccc(CNC(=O)c2cccc3c(-c4cccnc4)coc23)cc1OC,4,-17,nt,nt,34*,14,nt,nt,35
COCCn1c(N)c(N(Cc2ccccc2)C(=O)Cc2c(Cl)cccc2Cl)c(=O)[nH]c1=O,-3,-5,-3,-0.5,17,3,-25,-1.1,-28
C/C(=N\N=C1\NC(=O)C(CC(=O)Nc2ccccc2F)S1)C1CCCCC1 (stereo not given),-3,1,-21,-0.5,-6,-1,-3,0.0,-9
COC(=O)c1[nH]c2cc(OC)ccc2c1NC(=O)CN1CCC(C(N)=O)CC1,-2,9,-9,-0.5,-7,8,-14,1.0,7
COc1ccc(C(=O)NCCNc2ccc([N+](=O)[O-])cn2)cc1,-5,3,-3,0.1,5,0,-12,1.9,1
CCc1ccc(-c2nnn(Cc3nc4ccccc4s3)n2)cc1,-6,4,0,0.5,-4,11,-2,1.8,5
Cc1cc(C)c(/C=C(\C#N)C(N)=S)c(C)c1,-8,1,-7,-1.5,0,1,4,0.0,-14
OC(c1ccc(F)c(F)c1)c1ncc(-c2cccc(F)c2)[nH]1 (stereo not given),2,13,nt,nt,-22,4,nt,nt,-10
Cc1ccc(Sc2ccc(NC(=O)c3ccc(S(C)(=O)=O)cc3Cl)cc2)cc1,-4,-7,5,3.8,2,4,-6,1.6,41
NS(=O)(=O)c1cccc(NC(=O)COc2ccc([N+](=O)[O-])cc2)c1,-3,7,-11,0.4,-1,4,-16,1.2,7
c1ccc(CSc2ncn(-c3ccccc3)n2)cc1,-3,3,-15,-2.0,0,4,-3,-0.3,1
C/C(=N\Nc1ccc(S(N)(=O)=O)cc1[N+](=O)[O-])c1cccs1,-5,5,-14,-1.8,-3,-2,-13,1.2,-6
Cc1sc2ncn(CC(=O)Nc3ccccc3F)c(=O)c2c1-c1ccccc1,-4,9,-17,0.2,-1,3,5,0.7,-5
COc1cc(C)c(C(=O)Oc2cc(C)c(C(=O)O)c(O)c2C)c(O)c1C,-13,-10,-4,-1.8,2,-3,-6,-0.8,80*
COCc1cc(CN2CCCC(C(=O)c3cccc(C(F)(F)F)c3)C2)ccc1OC (stereo not given),-12,-31,-26,1.6,43*,4,-11,3.8,0
Cc1[nH]c(C)c(S(=O)(=O)N2CCN(c3cccc(Cl)c3)CC2)c1C(=O)N1CCCC1,-1,10,-19,0.6,-12,1,-4,1.2,7
Cc1ccc(-c2cc(N)n(Cc3ccc(Cl)cc3)n2)cc1,-3,-3,-12,3.0,-24,4,-17,2.3,7
Nc1ccc2nc(C3CCCCC3)[nH]c2c1,-9,8,-16,-0.2,1,4,-5,0.2,16
CCC(=O)c1ccc(/C=C/c2nc3ccccc3n2C)o1,-10,-8,-15,-1.0,3,2,2,-0.8,-11
C/C(CC(=O)Nc1cccc(Br)c1)=N\NC(=O)c1ccc(O)cc1O,-3,1,0,0.9,-11,4,-18,2.1,-11
O=C(NCCCc1ccccc1)[C@@H]1Cc2ccccc2CN1,-8,2,-31,1.7,1,18,5,1.7,-1
CN1C2CCC1/C(=C\c1ccc(F)cc1)C(=O)/C2=C/c1ccc(F)cc1,-7,1,8,0.2,-1,4,3,-0.6,0
Cc1ccsc1/C=C(\C#N)C(=O)NCc1ccco1,-8,9,1,-0.8,-5,0,3,-0.6,5
CCc1cccc(C)c1NC(=O)Cc1ccsc1,-6,12,-21,0.3,-12,3,-6,-0.7,-5
O=C(c1ccc(Cl)c(S(=O)(=O)N2CCCCC2)c1)N1CCN(Cc2ccccc2)CC1,-2,-1,-18,0.6,3,3,-6,3.1,-28

# Additional compounds.
SMILES,CHRM1 agonist,M1 PAM,CHO parental Ca,OXTR ag,CHRM1 antagonist,TAAR1 ag,OXTR potentiate,V1aR counter,TAAR1 antagonist
COc1ccc(OC)c(S(=O)(=O)N2CCc3ccccc32)c1,-3,3,-3,-0.8,-17,1,-4,-0.7,7
C=CCOC(=O)C1=C(C)Nc2nnnn2C1c1ccc(OC)cc1OC (stereo not given),-4,4,-15,0.4,-4,11,-1,0.6,8
CCN(CC)S(=O)(=O)c1ccc(Cl)c(C(=O)OCC(=O)c2c(N)n(C)c(=O)n(C)c2=O)c1,-2,-7,-8,6.1,-5,8,-9,6.7,20
Cc1ccc2nc(-c3ccccc3)cc(C(=O)NCC3CCCO3)c2c1 (stereo not given),-2,-2,-18,0.2,3,9,-9,-1.0,31
Cc1nc2cc(-c3ccccc3)nn2c(N)c1-c1ccccc1,-6,0,-14,-2.5,5,-1,-2,0.2,4
Cc1ccc(S(=O)(=O)N2CCC(C(=O)N[C@H](C(=O)NC3CCS(=O)(=O)C3)C(C)C)CC2)cc1 (stereo not given in full),1,10,-13,-0.1,-5,0,-6,-1.1,7
Cc1ccc(S(=O)(=O)N2CCOCC2)cc1C(=O)OCC(=O)N(Cc1ccccc1)C(C)C,-2,-5,-27,2.3,13,19,-3,6.9,38
C=CCNC(=O)CN(c1ccc(OC)cc1OC)S(C)(=O)=O,-2,9,20,0.9,-10,15,0,2.0,2
COc1ccc(CNCCNC(=O)c2ccco2)c(OC)c1OC,-4,7,-17,0.3,-7,2,-6,-0.1,14

# Records listed so far shown as hits in CHRM1 antagonist:
Compound	CHRM1 agonist	M1 PAM	CHRM1 antagonist	TAAR1 ag	TAAR1 antagonist
COc1cc(CC(=O)Nc2nc(-c3ccc(F)c(F)c3)cs2)cc(OC)c1OC	-4	-18	32*	5	25
COc1ccc(CNC(=O)c2cccc3c(-c4cccnc4)coc23)cc1OC	4	-17	34*	14	35
COCc1cc(CN2CCCC(C(=O)c3cccc(C(F)(F)F)c3)C2)ccc1OC (stereo not given)	-12	-31	43*	4	0

# High-throughput results: PubChem, The Scripps Research Institute Molecular Screening Center
